proCasp7 act: activates human procaspase-7, counter-screen for procaspase-3 activators; P55210; recombinant procaspase-7, Ac-DEVD-pNA absorbance 405 nm; D23A/D198A/D206A triple mutant, cannot self-cleave; scale: DMSO 0, 5 µM enzyme 100; activation, % at 8.5 µM; hit rate 0.093% among 330,000;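 active = percent activation above the screen-wide mean plus 3 SD, cut at about 25% in these data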
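System: Uncleavable procaspase-7 mutant enzyme; Amount: 2 µM procaspase-7 mutant as dispensed; Schedule: 1 h compound preincubation, 2 h substrate cleavage, 25 °C; Measured by: 405 nm absorbance of p-nitroaniline; Evaluation: percent activation from buffer-corrected 0–120 min absorbance change; Control set: low DMSO alone, high DMSO plus 5 µM PC-7.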
procasp3 activ: activates human procaspase-3. hit rate 0.11% among 330,000. activation, % at 8.5 µM. P42574. recombinant procaspase-3 D3A, Ac-DEVD-pNA absorbance 405 nm;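 active = activation above the mean of all tested compounds plus 3 SD, cut at about 21% in these data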;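 also: 0% = DMSO alone and 100% = DMSO wells spiked with extra 5 µM PC-3 D3A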
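Compound: 8.5 µM single point, 0.8% DMSO / Material: Autoprocessing-dead procaspase-3 D3A mutant enzyme / Timing: 1 h preincubation plus 2 h reaction at 25 °C / Medium: Zinc-free HEPES/NaCl buffer with 0.01% Triton X-100 at pH 7.4 / Technique: 405 nm absorbance of p-nitroaniline, reads at 0 and 120 min / Repeats: one well per compound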
AHR act: activators of human aryl hydrocarbon receptor; P35869; AHR-responsive luciferase reporter cells, luminescence; activation, % at 5 µM; hit rate 2.5% among 320,000; in the data active = activation above about 47%;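 also: 0% = vehicle wells and 100% = reference agonist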
RPL19A TOR yeast: yeast TOR pathway RPL19A-GFP modulation; S. cerevisiae RPL19A-GFP strain, flow cytometry, 3 h; stronger effect = lower value; percent response vs DMSO, % at 10 µM; hit rate 0.3% among 330,000; AID 2025;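 active = percent response vs DMSO below 50%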;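 also: median channel GFP fluorescence of the barcoded RPL19A-GFP strain; ratio of sample median GFP to plate DMSO average so 100% = DMSO; lower means less RPL19A-GFP as with rapamycin TOR inhibition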
LAP4-GFP MLPCN: alters LAP4-GFP fluorescence in TOR pathway yeast screen; GFP response vs DMSO, % at 10 µM; S. cerevisiae LAP4-GFP multiplex, flow cytometry GFP, 3 h; median GFP as percent of DMSO wells; hit rate 0.34% among 320,000; AID 2023;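 active = GFP response vs DMSO above a set limit, about the screen mean plus 3 SD, cut at about 150% in these data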
MEP2 TOR yeast: modulators of TOR pathway MEP2-GFP in S. cerevisiae. S. cerevisiae MEP2-GFP strain, flow cytometry GFP, 3 h; 100% = DMSO control level. GFP response vs DMSO, % at 10 µM. hit rate 0.51% among 330,000. AID 2016;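 active = GFP response versus DMSO above a set limit, roughly screen mean plus 3 SD, cut at about 180% in these data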;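 also: median GFP fluorescence of the barcode-gated MEP2-GFP cells per well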
ZTA DNA inh: ZTA (EBV) inhibition in EBNA-1 counter-screen; P03206; ZTA-DNA binding, fluorescence polarization; inhibition, % at 11 µM; hit rate 0.15% among 320,000; AID 2234; in the data active = inhibition above about 33%
EBNA-1 inh: blocks EBNA-1 binding to DNA | inhibition, % at 14.8 µM | AID 1950 | EBNA-1 DNA binding, fluorescence polarization | hit rate 0.34% among 300,000; in the data active = inhibition above about 28%
Active calls of the source: *; / = no result given.

Short forms: A = proCasp7 act; B = procasp3 activ; C = AHR act; D = RPL19A TOR yeast; E = LAP4-GFP MLPCN; F = MEP2 TOR yeast; G = ZTA DNA inh; H = EBNA-1 inh
(1) CC(C)CC(=O)NS(=O)(=O)c1ccc(NC(=O)c2ccco2)cc1
  A: -10; B: -11; C: 9; D: 97; E: 100; F: 103; G: 0; H: -10
(2) Cc1cc(C)cc(N(CC(=O)Nc2ccc(C(F)(F)F)cc2)S(=O)(=O)c2c(C)[nH]c(=O)[nH]c2=O)c1
  A: -5; B: 3; C: -1; D: 98; E: 88; F: 99; G: 4; H: 6
(3) CSc1nccc(Oc2ccccc2Cl)n1
  A: -8; B: 12; C: 1; D: 109; E: 132; F: 108; G: -15; H: -6
(4) COc1ccc(OC)c(S(=O)(=O)N2CCC(C(=O)NC(C)c3ccccc3)CC2)c1 (stereo not given)
  A: 9; B: -2; C: 3; D: 94; E: 99; F: 97; G: -4; H: -1
(5) O=C(NC1CCCC1)C(=O)N(c1ccccc1F)C(C(=O)NCC1CCCO1)c1cccs1 (stereo not given)
  A: 8; B: 12; C: -3; D: 106; E: 97; F: 103; G: -19; H: -7
(6) COc1ccc(CCNC(=O)C(NC(=O)OCc2ccccc2)C(C)C)cc1OC (stereo not given)
  A: -1; B: 0; C: 1; D: 95; E: 101; F: 103; G: -18; H: -6
(7) Cc1cc(C)n2nc(C(=O)Nc3ccn(Cc4ccccc4C)n3)cc2n1
  A: -2; B: -1; C: -4; D: 105; E: 104; F: 110; G: 5; H: 11
(8) CCc1nc2ccc(C(=O)N3CCN(c4ccccc4)CC3)cc2nc1CC
  A: -3; B: 6; C: 0; D: 102; E: 94; F: 99; G: 17; H: 11
(9) CC1=C(C(=O)OC(C)C)C(c2ccc(N(C)C)cc2)C2=C(CC(C)(C)CC2=O)N1 (stereo not given)
  A: -2; B: 2; C: 0; D: 99; E: 105; F: 103; G: 6; H: 12
(10) Cc1cc2nc(/N=C(\N)NC(=O)C(C)C)nc(C)c2cc1C
  A: -2; B: 0; C: 41; D: 97; E: 116; F: 103; G: -23; H: -9
(11) Cc1ccc(C)c(NC(=O)c2ccccn2)c1
  A: 5; B: -2; C: -3; D: 95; E: 101; F: 100; G: -10; H: 4
(12) Cc1[nH]n(-c2cccc(Cl)c2)c(=O)c1C=NCc1ccco1
  A: -11; B: 6; C: 12; D: 104; E: 106; F: 93; G: -21; H: -12
(13) Cc1cc2c([nH]c3ccccc32)c(C)n1
  A: -11; B: -3; C: 30; D: 106; E: 103; F: 101; G: -4; H: -7
(14) Nc1ncccc1C(=O)OCC(=O)NC1CCCCCC1
  A: -4; B: 6; C: -1; D: 107; E: 115; F: 105; G: -7; H: /
(15) COc1ccc(CNC(=O)COC(=O)c2ccc(OCC3CCCO3)cc2)cc1 (stereo not given)
  A: 8; B: -1; C: -1; D: 95; E: 99; F: 99; G: -14; H: /
(16) Cn1c(NC(=O)c2ccccc2)cc(=O)n(C)c1=O
  A: 1; B: -5; C: 2; D: 94; E: 95; F: 89; G: -4; H: -6
(17) NC(=O)COC(=O)c1cc(-c2ccco2)nc2ccccc12
  A: -2; B: -9; C: 3; D: 102; E: 115; F: 114; G: -5; H: 0
(18) COc1ccc(C(=O)C[n+]2ccc(N(C)C)cc2)cc1
  A: 2; B: 3; C: 0; D: 101; E: 115; F: 93; G: -8; H: -1
(19) O=C(CSc1ncn[nH]1)NCCOc1ccccc1
  A: 7; B: -2; C: -2; D: 96; E: 99; F: 97; G: 4; H: -15
(20) N#CCC(=O)Nc1ccc(C(=O)OCC(=O)Nc2ccc3ccccc3c2)cc1
  A: 10; B: 0; C: 9; D: 97; E: 100; F: 99; G: -6; H: /
(21) C/C(=N\Nc1cccc2cccnc12)c1ccc(C)cc1
  A: -4; B: 1; C: 29; D: 95; E: 90; F: 92; G: 11; H: -5
(22) CC(C)c1ccc(S(=O)(=O)N2CCN(C(=O)CN3C(=O)NC4(CCCCC4)C3=O)CC2)cc1
  A: -2; B: 5; C: 1; D: 92; E: 87; F: 93; G: -2; H: -5
(23) Cc1cc(Oc2ccccc2)nc(SCC(=O)Nc2ccc(Cl)c(Cl)c2)n1
  A: 18; B: 4; C: 3; D: 94; E: 93; F: 95; G: 6; H: 4
(24) COc1ccccc1OCC(=O)/C=C1/N(C)c2ccccc2C1(C)C
  A: 0; B: 2; C: 16; D: 98; E: 116; F: 105; G: 11; H: 7
(25) CC1CCCC(NC(=O)c2cccc(S(=O)(=O)N3CCN(c4ccccc4)CC3)c2)C1C (stereo not given)
  A: -1; B: 2; C: 0; D: 101; E: 99; F: 103; G: 3; H: -9
(26) c1ccc(Nc2ncnc3[nH]ncc23)cc1
  A: 10; B: -7; C: -2; D: 96; E: 106; F: 95; G: -3; H: 2
(27) COc1ccccc1CN(C)CC(=O)NC1CCCc2ccccc21 (stereo not given)
  A: 5; B: 10; C: -2; D: 109; E: 107; F: 113; G: -18; H: -2
(28) CCS(=O)(=O)Nc1ccc(C2=NN(C(=O)c3ccco3)C(c3ccc(C)cc3)C2)cc1 (stereo not given)
  A: -2; B: 2; C: 1; D: 97; E: 98; F: 100; G: -1; H: 4
(29) COc1ccc(C(=O)NC(=S)Nc2cc3oc4ccccc4c3cc2OC)cc1
  A: 3; B: 3; C: 20; D: 104; E: 92; F: 104; G: -17; H: -12
(30) [O-][n+]1ccc(C(O)c2ccccc2)cc1 (stereo not given)
  A: 9; B: 4; C: 0; D: 93; E: 82; F: 98; G: -4; H: -20
(31) CC(C)c1ccc(NC(=O)CN2C(=O)NC(Cc3c[nH]c4ccccc34)C2=O)cc1 (stereo not given)
  A: 2; B: 1; C: 22; D: 92; E: 96; F: 94; G: 5; H: /
(32) C=CCN(c1cccc(C(F)(F)F)c1)S(=O)(=O)c1cccc(C(=O)OCC(=O)Nc2ccccc2)c1
  A: 12; B: -3; C: -5; D: 106; E: 94; F: 103; G: -1; H: 13
(33) CC1CCCC(NC(=O)c2ccc3c(c2)OCO3)C1C (stereo not given)
  A: 10; B: -5; C: 70*; D: 97; E: 103; F: 103; G: 2; H: 3
(34) O=C(COC(=O)c1ccc(F)cc1F)NCCC1=CCCCC1
  A: -4; B: 2; C: -2; D: 97; E: 97; F: 100; G: -1; H: /
(35) CCOc1ccccc1-c1cc(-c2ccc(OC)cc2)nc2c1c(=O)n(C)c(=O)n2C
  A: 1; B: 5; C: -2; D: 81; E: 100; F: 119; G: 11; H: 0
(36) CCc1n(CC(O)COC2CCCCC2)c2ccccc2[n+]1C (stereo not given)
  A: 1; B: 2; C: 2; D: 99; E: 99; F: 108; G: 5; H: 4
(37) Cc1cc(C)c(NC(=O)CSc2nc(=O)n(CCN3CCOCC3)c3c2CCC3)c(C)c1
  A: -5; B: -2; C: 0; D: 96; E: 110; F: 94; G: 7; H: -4
(38) CCn1c(C(C)NC(=O)c2ccc(C)cc2)n[nH]c1=S (stereo not given)
  A: -4; B: 3; C: -1; D: 105; E: 91; F: 86; G: -17; H: -13
(39) Cc1ccc(-n2c(=O)c3c4c(sc3n3c(=S)[nH]nc23)CCC4)cc1
  A: -12; B: -15; C: 3; D: 106; E: 112; F: 96; G: -14; H: 5
(40) CC1Nc2ccccc2C(=O)N1NS(C)(=O)=O (stereo not given)
  A: 1; B: -4; C: 0; D: 98; E: 101; F: 103; G: 8; H: -2

Arranged by formula weight (smallest number first): some entries from above.
Short forms: A = proCasp7 act; B = procasp3 activ; C = AHR act; D = RPL19A TOR yeast; E = LAP4-GFP MLPCN; F = MEP2 TOR yeast; G = ZTA DNA inh; H = EBNA-1 inh
(38) CCn1c(C(C)NC(=O)c2ccc(C)cc2)n[nH]c1=S (stereo not given)
  A: -4; B: 3; C: -1; D: 105; E: 91; F: 86; G: -17; H: -13
(36) CCc1n(CC(O)COC2CCCCC2)c2ccccc2[n+]1C (stereo not given)
  A: 1; B: 2; C: 2; D: 99; E: 99; F: 108; G: 5; H: 4
(34) O=C(COC(=O)c1ccc(F)cc1F)NCCC1=CCCCC1
  A: -4; B: 2; C: -2; D: 97; E: 97; F: 100; G: -1; H: /
(39) Cc1ccc(-n2c(=O)c3c4c(sc3n3c(=S)[nH]nc23)CCC4)cc1
  A: -12; B: -15; C: 3; D: 106; E: 112; F: 96; G: -14; H: 5
(31) CC(C)c1ccc(NC(=O)CN2C(=O)NC(Cc3c[nH]c4ccccc34)C2=O)cc1 (stereo not given)
  A: 2; B: 1; C: 22; D: 92; E: 96; F: 94; G: 5; H: /
(37) Cc1cc(C)c(NC(=O)CSc2nc(=O)n(CCN3CCOCC3)c3c2CCC3)c(C)c1
  A: -5; B: -2; C: 0; D: 96; E: 110; F: 94; G: 7; H: -4
(32) C=CCN(c1cccc(C(F)(F)F)c1)S(=O)(=O)c1cccc(C(=O)OCC(=O)Nc2ccccc2)c1
  A: 12; B: -3; C: -5; D: 106; E: 94; F: 103; G: -1; H: 13

Next section:
Short forms: A = proCasp7 act; B = procasp3 activ; C = AHR act; D = RPL19A TOR yeast; E = LAP4-GFP MLPCN; F = MEP2 TOR yeast; G = ZTA DNA inh; H = EBNA-1 inh
(41) Cc1cc(C)cc(-n2cccc2/C=C2/C(=N)N3C(=NC2=O)SN=C3S(C)(=O)=O)c1
  A: -6; B: -10; C: 0; D: 107; E: 98; F: 108; G: 3; H: 19
(42) O=C(CNC(=O)c1ccccc1F)OCC(=O)c1ccc(Cl)s1
  A: -4; B: 5; C: 0; D: 99; E: 103; F: 109; G: -14; H: 6
(43) Cc1ccc(Oc2ccc(OCC(=O)NC3CCS(=O)(=O)C3)cc2)cc1 (stereo not given)
  A: 1; B: 8; C: 3; D: 106; E: 97; F: 112; G: -17; H: -30
(44) O=C(Cc1c(F)cccc1Cl)Nc1cc(S(=O)(=O)N2CCCCC2)ccc1N1CCOCC1
  A: 13; B: 8; C: 2; D: 97; E: 106; F: 98; G: -5; H: 1
(45) O=[N+]([O-])c1ccc(N/N=C\c2cccn2-c2ccccc2)nc1
  A: -10; B: -131; C: 11; D: 90; E: 105; F: 98; G: 7; H: -7
(46) CC(C)(C)C(=O)NC(=S)Nc1ccccc1F
  A: 0; B: 0; C: 0; D: 99; E: 109; F: 113; G: 2; H: 5
(47) C=CCNC(=O)c1c(CS(=O)(=O)c2ccccc2)noc1C(=O)NCc1ccccc1
  A: -6; B: -4; C: -2; D: 95; E: 105; F: 86; G: 9; H: 4
(48) Cc1cc(N2CCN(c3ccccc3)CC2)n2cc(-c3ccccc3)nc2n1
  A: -17; B: -2; C: -1; D: 112; E: 76; F: 106; G: -3; H: 10
(49) C/C(CC(=O)Nc1ccc(C)c(Cl)c1)=N\NC(=O)c1ccco1
  A: -2; B: 2; C: 1; D: 100; E: 108; F: 104; G: 5; H: 2
(50) Cc1cccc(C(=O)Nc2cccc(C(=O)Nc3cc(C)ccn3)c2)c1
  A: 1; B: 1; C: 13; D: 104; E: 95; F: 108; G: 6; H: -4
(51) CC[C@H]1CC2CN3CCc4c([nH]c5c([C@H]6C[C@H]7[C@H](CC)CN(C)[C@@H](Cc8c6[nH]c6ccccc86)[C@H]7C(=O)OC)c(OC)ccc45)C(C(=O)OC)(C2)C13
  A: 10; B: 2; C: 1; D: 98; E: 101; F: 105; G: -1; H: -11
